Bioassay records: PubChem BioAssay, several laboratories
MC4R barr agon: human MC4R agonism via beta-arrestin. P32245. U2OS MC4R beta-arrestin complementation, luminescence; percent of melanotan II response, DMSO zero. activation, % at 8.9 µM. 360,000 compounds, 0.98% hits;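 active = activation above a per-plate cutoff, the mean activation of sample wells on that plate plus 3 SD, cut at about 8% in these data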
Target sequence (P32245 whole entry, looked up): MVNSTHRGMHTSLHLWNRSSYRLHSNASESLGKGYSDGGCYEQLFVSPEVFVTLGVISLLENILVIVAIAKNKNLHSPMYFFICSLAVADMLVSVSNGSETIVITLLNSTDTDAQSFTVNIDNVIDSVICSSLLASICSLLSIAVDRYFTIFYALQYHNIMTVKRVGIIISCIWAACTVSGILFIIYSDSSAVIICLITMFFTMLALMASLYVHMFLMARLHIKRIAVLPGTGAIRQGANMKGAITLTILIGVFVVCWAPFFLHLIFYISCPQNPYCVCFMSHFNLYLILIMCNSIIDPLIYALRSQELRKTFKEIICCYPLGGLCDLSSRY
Exocytosis inh: blocks lytic granule exocytosis | 360,000 compounds, 0.66% hits | inhibition, % at 10 µM | TALL-104 LAMP-1 surface exposure, flow cytometry; cells stimulated with thapsigargin and PMA;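 active = inhibition above about 55%, limit read from the data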
MC4R antagonist: human MC4R antagonism in cAMP assay; MC4R-expressing cells, MTII-stimulated cAMP, LANCE TR-FRET; P32245; inhibition, % at 6.5 µM; 360,000 compounds, 0.48% hits;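 active = inhibition above its plate's cutoff, the mean of tested wells on that plate plus 3 SD, cut at about 29% in these data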;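 also: 0% = Melanotan II alone and 100% = Melanotan II plus saturating MCL0020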
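Assay system: human MC4R-expressing U2OS cells; reagent: Melanotan II stimulation of cells; dosing: 6.5 µM single dose; timing: compound 30 min, challenge 1 h, detection 1 h; signal: TR-FRET cAMP assay; replicates: one well per compound, no replicates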
H9c2 protect: modulators protecting cardiomyocytes from myocardial damage; H9c2 cardiomyocytes, H2O2 injury protection, ATPLite, 2 h; protection from H2O2 cell death, % at 20 µM; 360,000 compounds, 0.63% hits;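 active = compounds giving at least 50% protection of heart cells from peroxide-induced death in the single-dose screen, raw or plate-pattern-corrected value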;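 also: 0% = DMSO wells with peroxide and 100% = DMSO wells without peroxide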
CaV13 FRET inh: Disruptors of the CACNA1D IQ motif to Ca2+-dependent inactivation inhibitor domain association, primary screening, Förster resonance energy transfer in intact living … | HEK cells, CFP/YFP FRET ICDI-IQ, plate reader, 10 min; percent FRET-ratio fall versus neutral wells | inhibition, % at 12.3 µM | 340,000 compounds, 0.098% hits;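 active = mean replicate inhibition of at least 30% and at least 1% of replicates passing that level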;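 also: 0% = median of the neutral control wells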
ABHD5-PLIN5 inh: inhibitors of human ABHD5-perilipin-5 interaction | Q00G26+Q8WTS1 | Split G. princeps luciferase complementation, luminescence, 4 h | inhibition, % at 4 µM | 360,000 compounds, 0.78% hits;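 active = inhibition above the mean inhibition across every tested compound plus 3 SD, cut at about 22% in these data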;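 also: 0% = DMSO only wells and the 100% control is not disclosed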
Glyco luc inh: blocks N-linked glycosylation in D54 reporter cells; D54 ERlucT glycosylation luciferase reporter, 24 h; percent of 100 nM tunicamycin response; reporter increase, % at 12.5 µM; 360,000 compounds, 0.23% hits;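 active = mean luciferase reporter signal, scaled so untreated is 0 and the glycosylation-blocking control 100, at or above a set limit in every replicate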;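 also: luciferase carries N-glycosylation sites so blocking glycosylation raises the light; 0% = median of neutral control wells and 100% = median of 100 nM tunicamycin wells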
ABCB6 inh 2: human ABCB6 transporter inhibition. K562-ABCB6 porphyrin accumulation, flow cytometry, 1 h; active compounds read low. AID 602162. 360,000 compounds, 0.19% hits. fluorescence ratio to DMSO, % at 10 µM. Q9NP58;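 active = fluorescence ratio to DMSO below 75%, the collection mean minus 3 SD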;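 also: signal is porphyrin accumulated inside mitochondria; 100% equals median channel fluorescence of DMSO control wells; lower ratio means ABCB6 inhibition with less porphyrin fluorescence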
m5-HT2A agonist: activates the mouse 5-HT2A serotonin receptor. P35363. CHO-K1 mHTR2A beta-arrestin complementation, luminescence; percent of 30 µM serotonin response. activation, % at 7.6 µM. 360,000 compounds, 0.66% hits;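 active = activation above a run cutoff, the mean activation of all tested compounds plus 3 SD, cut at about 14% in these data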;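 also: 0% = plate median of compound wells and 100% = 30 µM serotonin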
Target sequence (P35363 whole entry, looked up): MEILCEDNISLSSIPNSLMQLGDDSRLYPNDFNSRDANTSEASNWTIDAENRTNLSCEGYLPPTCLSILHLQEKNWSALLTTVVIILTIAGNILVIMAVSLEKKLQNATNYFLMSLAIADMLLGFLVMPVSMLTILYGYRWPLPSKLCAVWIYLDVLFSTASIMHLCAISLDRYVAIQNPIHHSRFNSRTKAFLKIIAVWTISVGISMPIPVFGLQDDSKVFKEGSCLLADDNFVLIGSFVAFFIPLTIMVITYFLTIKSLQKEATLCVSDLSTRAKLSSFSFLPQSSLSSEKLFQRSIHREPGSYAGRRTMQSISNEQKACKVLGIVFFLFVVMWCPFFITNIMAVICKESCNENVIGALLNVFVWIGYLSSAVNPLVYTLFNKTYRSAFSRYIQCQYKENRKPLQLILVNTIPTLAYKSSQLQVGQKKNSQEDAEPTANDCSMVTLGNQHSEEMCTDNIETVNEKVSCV
PDI inh: blocks human protein disulfide isomerase activity; P07237; PDI insulin aggregation turbidity, A650, 90 min; inhibition, % at 10 µM; 350,000 compounds, 0.052% hits;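 active = mean inhibition across replicates of 30% or more, whatever share of single replicates reach that level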;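 also: absorbance from insulin aggregation driven by PDI reduction with DTT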
* hit, by the source's call; . = not tested or not shown.

Field names: A = MC4R barr agon; B = Exocytosis inh; C = MC4R antagonist; D = H9c2 protect; E = CaV13 FRET inh; F = ABHD5-PLIN5 inh; G = Glyco luc inh; H = ABCB6 inh 2; I = m5-HT2A agonist; J = PDI inh
> COc1ccc(-c2cc(C)no2)cc1S(=O)(=O)NCc1cccc(C)c1
  A: 0.2	B: 0	C: 1	D: 0	E: -5	F: -3	G: 5	H: 98	I: -1	J: -2
> COc1ccc(-c2noc(-c3ccccc3C(=O)Nc3cccc(OC)c3)n2)cc1
  A: 0.3	B: 2	C: 4	D: 5	E: -1	F: 1	G: -4	H: 92	I: -2	J: -1
> O=C(CNC(=S)N(Cc1ccccc1)Cc1cccnc1)NCc1ccccc1
  A: 1.4	B: -2	C: 10	D: -3	E: 10	F: -1	G: -1	H: 93	I: 0	J: 0
> O=C(O)C(Cc1ccc(O)cc1)N1C(=O)C2CCCCC2C1=O (configuration not stated)
  A: -0.1	B: -4	C: 12	D: 5	E: -3	F: -4	G: 1	H: 99	I: -1	J: 1
> O=C(N/N=C\c1cccnc1)c1ccc(Cl)s1
  A: -1.4	B: 21	C: -4	D: 2	E: -9	F: 1	G: 2	H: 100	I: -1	J: 3
> Cc1cccn2c(CNCC3(c4ccccc4)CCCC3)c(C(=O)N3CCOCC3)nc12
  A: 0.4	B: 11	C: 6	D: 43	E: 3	F: -7	G: -3	H: 91	I: 8	J: 2
> CCc1ccccc1NC(=O)Cn1nc(C)n2cccc2c1=O
  A: -1.5	B: -4	C: 5	D: 15	E: -14	F: -4	G: 0	H: 95	I: 1	J: 0
> CCC1(CC)C(=O)N=C2c3ccccc3C(=O)N21
  A: -0.6	B: 6	C: -1	D: 6	E: .	F: 1	G: 0	H: 98	I: 1	J: 13
> COc1ccc2c(c1)C(=O)/C(=C/C=C/c1ccccc1)CC2
  A: -1.8	B: 9	C: -5	D: -4	E: -4	F: 3	G: 2	H: 88	I: -5	J: -4
> COc1cccc(C(=O)NCC(=O)N2CCC3(CC2)NCCc2[nH]cnc23)c1OC
  A: 1.3	B: -1	C: 5	D: 0	E: -15	F: 9	G: 4	H: 100	I: 3	J: 2
> CCCc1nc2c(C)cc(Br)cn2c1Cc1ccsc1
  A: .	B: -5	C: .	D: 4	E: -5	F: -1	G: 1	H: 97	I: -3	J: .
> CN1CCN(C(=O)c2ccc(OCCOc3ccccc3)cc2)CC1
  A: -0.3	B: 13	C: 7	D: 0	E: .	F: 4	G: 0	H: 100	I: 4	J: -15
> Nc1ncnc2nc(N3CCN(C(=O)c4ccccc4)CC3)[nH]c12
  A: -1.8	B: -3	C: -2	D: -8	E: .	F: 3	G: 1	H: 116	I: -4	J: -1
> COc1ccc(S(=O)(=O)NCc2ccc(C)cc2)cc1
  A: -0.5	B: -1	C: 1	D: 3	E: -5	F: 1	G: 0	H: 93	I: -4	J: 4
> COc1ccc(NC(=S)N(CCc2c(C)[nH]c3ccccc23)Cc2cccnc2)cc1
  A: 1.4	B: -5	C: 7	D: 5	E: -5	F: 17	G: 0	H: 97	I: 13	J: 4
> CCOC(=O)c1c(NC(=O)c2cccs2)sc(C)c1C
  A: 2.2	B: 1	C: 3	D: -7	E: .	F: 3	G: 4	H: 97	I: 5	J: -4
> O=C(NCCCO)C(=O)NCC(c1ccc2c(c1)OCO2)N1CCN(c2ccc(F)cc2)CC1 (configuration not stated)
  A: -3.4	B: 0	C: 1	D: -3	E: -4	F: -4	G: 1	H: 84	I: -10	J: 3
> Cc1ccc(S(=O)(=O)N2CCN(c3cnn(-c4ccccc4)c(=O)c3Cl)CC2)cc1
  A: -1.7	B: -4	C: 0	D: 2	E: -3	F: -1	G: 1	H: 96	I: 1	J: 4
> Cc1cccc(C=Nc2ccccc2C(N)=O)c1
  A: -0.1	B: -2	C: -5	D: 1	E: -8	F: 2	G: 20	H: 104	I: -2	J: -4
> O=C(COC(=O)COc1ccc(Cl)cc1Cl)NC1CCCC1
  A: -1.5	B: 12	C: 12	D: 1	E: -6	F: -4	G: 1	H: 104	I: -4	J: 1
> COC(=O)C1=C(NC(=O)c2ccccc2[N+](=O)[O-])CCS1
  A: -0.4	B: 0	C: 5	D: 7	E: 0	F: -4	G: 1	H: 94	I: 0	J: 3
> COc1ccc(C2N(C(=O)CN3CCCC3)CCCN2S(=O)(=O)c2ccccc2)cc1 (configuration not stated)
  A: -0.2	B: 3	C: -2	D: 0	E: -3	F: 5	G: -1	H: 100	I: 1	J: -1
> CC(C)(C)OC(=O)C[C@@H]1C/C=C\C[C@@H](CC(=O)N(CCO)Cc2ccccc2)C(=O)N[C@@H](c2ccccc2)COC1=O
  A: -1.8	B: 2	C: 7	D: 34	E: -10	F: 0	G: -2	H: 94	I: 1	J: -3
> CNc1cc(-c2cccc(N(C)C)c2)ncn1
  A: 0.2	B: -10	C: -2	D: -15	E: -5	F: -5	G: -15	H: 97	I: 3	J: -2
> COc1ccc(C(=O)NC(=O)COC(=O)C2COc3ccccc3O2)cc1 (configuration not stated)
  A: -2.0	B: -3	C: 3	D: 1	E: -4	F: -5	G: 1	H: 86	I: -3	J: -1

No new results follow: two of the compounds above.
Field names: A = MC4R barr agon; B = Exocytosis inh; C = MC4R antagonist; D = H9c2 protect; E = CaV13 FRET inh; F = ABHD5-PLIN5 inh; G = Glyco luc inh; H = ABCB6 inh 2; I = m5-HT2A agonist; J = PDI inh
> CC(C)(C)OC(=O)C[C@@H]1C/C=C\C[C@@H](CC(=O)N(CCO)Cc2ccccc2)C(=O)N[C@@H](c2ccccc2)COC1=O
  A: -1.8	B: 2	C: 7	D: 34	E: -10	F: 0	G: -2	H: 94	I: 1	J: -3
> CNc1cc(-c2cccc(N(C)C)c2)ncn1
  A: 0.2	B: -10	C: -2	D: -15	E: -5	F: -5	G: -15	H: 97	I: 3	J: -2

New compounds follow.
Field names: A = MC4R barr agon; B = Exocytosis inh; C = MC4R antagonist; D = H9c2 protect; E = CaV13 FRET inh; F = ABHD5-PLIN5 inh; G = Glyco luc inh; H = ABCB6 inh 2; I = m5-HT2A agonist; J = PDI inh
> Cc1ccc(OCc2nc(C#N)c(N3CCCC3)o2)cc1
  A: 0.6	B: 9	C: 5	D: -9	E: .	F: 1	G: -3	H: 101	I: -4	J: -4
> Cc1c(Cl)cccc1NC(=O)c1ncn[nH]1
  A: 0.1	B: -5	C: 3	D: 5	E: -2	F: -3	G: 0	H: 98	I: -1	J: 0
> O=C(NCc1ccccc1C(F)(F)F)C1CC(c2ccccc2C(F)(F)F)=NO1 (configuration not stated)
  A: 3.8	B: 2	C: 1	D: -4	E: -5	F: 2	G: -3	H: 102	I: -1	J: 3
> CCCc1nnc(NC(=O)CCC(=O)N2CCN(C3c4ccccc4-c4ccccc43)CC2)s1
  A: -1.6	B: -6	C: 13	D: 9	E: -1	F: 3	G: -2	H: 91	I: 5	J: 2
> O=C(CSc1ccc(Cl)cc1Cl)N1CCC(c2nc3ccccc3s2)CC1
  A: -1.6	B: 2	C: 3	D: -10	E: .	F: -9	G: 2	H: 92	I: -1	J: -11
> COc1cccc(NC(=O)C2(C)CCN2CCc2ccccc2)c1 (configuration not stated)
  A: 0.6	B: -3	C: 10	D: -2	E: -6	F: -3	G: -1	H: 100	I: -8	J: -2
> Cc1ccc(S(C)(=O)=NC(=O)c2cc(C)on2)cc1 (configuration not stated)
  A: 0.2	B: -4	C: 9	D: 5	E: -4	F: -2	G: 0	H: 93	I: -6	J: 8
> CCOC(=O)C1CCCN(c2cc(=O)n(-c3ccccc3Cl)c(=O)[nH]2)C1 (configuration not stated)
  A: -0.6	B: 0	C: 0	D: -5	E: -3	F: 4	G: 4	H: 98	I: 14	J: .
> CCCC(C)c1nnc(NC(=O)C(=O)OCC)s1 (configuration not stated)
  A: -2.5	B: -4	C: 9	D: 0	E: -4	F: -1	G: 1	H: 92	I: 0	J: 1
> CC(=O)Nc1nnc(-c2c(-c3c(Cl)cccc3Cl)noc2C)o1
  A: 1.0	B: 1	C: 7	D: 0	E: -3	F: 8	G: 0	H: 106	I: 5	J: 1
> Cc1cc(C)cc(N(CC(=O)NCc2ccco2)S(=O)(=O)c2c(C)noc2C)c1
  A: 1.1	B: -1	C: 2	D: 1	E: 11	F: 2	G: -2	H: 103	I: 1	J: 5
> CCCOc1ccc(NC(=O)CC2C(=O)N(CC)C(=S)N2CCNC(C)=O)cc1 (configuration not stated)
  A: -2.7	B: 5	C: -1	D: -3	E: -6	F: 6	G: 2	H: 94	I: -4	J: 4
> Cc1c(N=Cc2ccco2)c(=O)n(-c2ccccc2)n1C
  A: -0.4	B: 1	C: 11	D: -4	E: -6	F: 0	G: -1	H: 103	I: -4	J: -3
> O=C(c1cnn(C(=O)c2ccco2)c1)c1ccccc1O
  A: -1.1	B: -4	C: -10	D: -2	E: -5	F: 4	G: -2	H: 96	I: 0	J: 3
> O=C(Cc1ccccc1)N/N=C/c1cc(Br)c(Br)o1
  A: 1.9	B: -2	C: -13	D: -5	E: -10	F: 12	G: 3	H: 97	I: -5	J: 6
> O=C(NC(Cc1c[nH]c2ccccc12)c1nnc2n1CCCCC2)c1ccccc1Cl (configuration not stated)
  A: -2.5	B: 12	C: 2	D: -3	E: -7	F: 2	G: 1	H: 99	I: 2	J: -2
> CCC(C)(C)NC(=O)C(c1ccncc1)N(Cc1ccc(C)cc1)C(=O)c1csnn1 (configuration not stated)
  A: 0.2	B: 0	C: 4	D: 5	E: -4	F: -5	G: 0	H: 90	I: 6	J: -4
> COC(=O)CSc1nnc(CNC(=O)c2ccc(OC)cc2OC)n1C
  A: 1.7	B: 0	C: 22	D: 2	E: -4	F: 7	G: 1	H: 91	I: 0	J: 1
> O=C1[C@H](Cc2ccccc2)NCCCC[C@H](c2ccco2)N1Cc1ccccc1
  A: 1.3	B: 9	C: 12	D: 0	E: -10	F: 4	G: -6	H: 101	I: -1	J: 9
> CCCCc1c(-c2ccc(Cl)cc2)ncn1CCc1ccccc1OC
  A: .	B: 23	C: .	D: .	E: -10	F: -10	G: .	H: 120	I: -7	J: .
> Cc1cccc([N+](=O)[O-])c1NC(=O)CSc1nnc2ccccn12
  A: -0.5	B: 1	C: -2	D: 7	E: -2	F: 1	G: 3	H: 101	I: 6	J: 0
> COc1ccc(C(=O)CSc2nnc(-c3ccco3)n2C)cc1
  A: 0.2	B: -6	C: 10	D: 0	E: -7	F: 3	G: 7	H: 100	I: -4	J: 5
> CCOC(=O)c1c(S(=O)(=O)NCc2ccc(C)o2)c(C)n(C)c1C
  A: 2.1	B: -9	C: 7	D: 4	E: -5	F: -5	G: 4	H: 99	I: -6	J: 7
